# Source: PubChem
# PMI act: increases human mannose-6-phosphate isomerase activity; purified human PMI, coupled resazurin fluorescence, 20 min; stronger effect = higher value; 1 = vehicle control, 0 substrate-free wells; P34949; 190,000 compounds, 0.005% hits; activation factor at 20 µM; AID 1214;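 active = activation factor of 2 or more at 20 µM, relative to plate controls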
# Target sequence (P34949 whole entry, looked up): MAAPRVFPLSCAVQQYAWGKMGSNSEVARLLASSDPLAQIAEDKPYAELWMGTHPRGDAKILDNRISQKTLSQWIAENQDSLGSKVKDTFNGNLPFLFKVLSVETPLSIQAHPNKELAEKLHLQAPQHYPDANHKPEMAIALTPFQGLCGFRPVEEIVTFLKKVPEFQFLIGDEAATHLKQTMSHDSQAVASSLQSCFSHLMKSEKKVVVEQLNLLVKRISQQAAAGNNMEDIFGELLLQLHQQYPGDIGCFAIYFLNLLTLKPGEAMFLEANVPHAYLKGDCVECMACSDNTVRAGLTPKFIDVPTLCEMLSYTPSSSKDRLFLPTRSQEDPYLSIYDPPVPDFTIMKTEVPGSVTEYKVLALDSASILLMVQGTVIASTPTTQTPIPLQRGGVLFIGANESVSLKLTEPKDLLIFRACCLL
# Hsp70 act: transcriptional activators of Hsp70; HeLa Hsp70 promoter luciferase reporter, luminescence; scaled: vehicle 0, proteasome-inhibitor control 100%; 200,000 compounds, 0.04% hits; activation, % at 10 µM;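 active = activation above the mean across all tested compounds plus 3 SD, cutoff set per campaign, cut at about 5.5% in these data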;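 also: 100% = MG132 at 30 µM as the positive control and 0% = DMSO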
# Redox H2O2 prof: compounds producing H2O2 with reducing agent – biochemical, NIH compound library profiling, artefact control for MLSCN library redox annotation, primary screen; activation, % at 10 µM; DTT-dependent redox cycling H2O2, phenol red/HRP absorbance; 100% = 100 µM peroxide control, 0% = buffer; 200,000 compounds, 0.03% hits;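 active = activation of at least 50% relative to the plate's high and low controls in the primary single-dose screen; inactive = activation below 50%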;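 also: compound incubated with DTT at 0.8 mM final as the reducing agent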
# Diaph act CS: activates diaphorase or chemically reduces, flagging diaphorase assay artifacts. 190,000 compounds, 0.005% hits. AID 1229. Diaphorase/resazurin coupled assay, resorufin fluorescence, 16 min; stronger effect = higher value; 1 = vehicle wells, 0 = NADH-free wells. activation factor at 20 µM;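 active = diaphorase activity raised at least twofold by the compound at 20 µM; inactive = activation factor below 2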
#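 Test system: Clostridium kluyveri diaphorase, purified enzyme; input: enzyme 0.07 U/mL final; buffer or medium: 50 mM HEPES pH 7.4 with 4.542 mM MgCl2, 0.005% Tween 20; also added: 0.114 mM NADH and 0.1 mM resazurin, final amounts; schedule: 16 min enzyme reaction, ambient temperature; technique: fluorescence of resorufin, 544 nm excitation, 590 nm emission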
# RAM inhibit: yeast RAM network inhibition. S. cerevisiae dse1pr::URA3 reporter, 5-FOA growth OD615, 2 d; analog-sensitive cbk1-as2 kinase mutant strain. inhibition, % at 50 µM. 190,000 compounds, 1.8% hits;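 active = inhibition above a set limit, 3 SD over mean compound inhibition, cut at about 8.4% in these data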;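 also: 0% = DMSO-only wells with no growth and 100% = 10 µM 1-NA-PP1 full growth; inhibition rescues growth on 5-FOA so higher OD means more RAM inhibition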
# Diaph inh CS: counter-screen for diaphorase-based assays: diaphorase inhibitors and chemical oxidizers; diaphorase resazurin-to-resorufin fluorescence, NADH, 16 min; bacterial (C. kluyveri) enzyme, not human; inhibition, % at 20 µM; 190,000 compounds, 0.69% hits; AID 1217;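 active = primary screen inhibition at 20 µM above a set limit, cut at about 50% in these data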;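 also: plate controls were DMSO with full reaction for no effect and wells lacking NADH for full effect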
#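 Test system: bacterial diaphorase enzyme (C. kluyveri); Quantity: 0.14 U/mL diaphorase, enzyme working solution; Times: reaction incubation of 16 min at room temperature; Measured by: fluorescence of resorufin formed from resazurin, Ex 544/Em 590 nm; Benchmarks: positive control minus NADH, DMSO neutral control.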
# G6PDH counter: inhibits Leuconostoc G6PDH, flagging false hits in G6PDH-based assays | Purified L. mesenteroides G6PDH, diaphorase/resazurin coupled fluorescence, 45 min | inhibition, % at 5 µM | 200,000 compounds, 0.12% hits | AID 1020
# S1P3 antagonist: S1P3 (human) receptor antagonism. Q99500. CHO S1P3 NFAT-BLA reporter, FRET fluorescence, antagonist mode. inhibition, % at 4.98 µM. 170,000 compounds, 0.27% hits. AID 485;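 active = inhibition above the plate cutoff, the mean inhibition of test wells on that plate plus 3 SD, cut at about 28% in these data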;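 also: cells challenged with S1P at its EC80 of 0.8 µM; blue over green emission ratio from cleaved BLA substrate after 4 h stimulation; 0% = S1P-stimulated wells and 100% = unstimulated DMSO-only wells; some compounds past the cut are filed as inactive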
# Target sequence (Q99500 whole entry, looked up): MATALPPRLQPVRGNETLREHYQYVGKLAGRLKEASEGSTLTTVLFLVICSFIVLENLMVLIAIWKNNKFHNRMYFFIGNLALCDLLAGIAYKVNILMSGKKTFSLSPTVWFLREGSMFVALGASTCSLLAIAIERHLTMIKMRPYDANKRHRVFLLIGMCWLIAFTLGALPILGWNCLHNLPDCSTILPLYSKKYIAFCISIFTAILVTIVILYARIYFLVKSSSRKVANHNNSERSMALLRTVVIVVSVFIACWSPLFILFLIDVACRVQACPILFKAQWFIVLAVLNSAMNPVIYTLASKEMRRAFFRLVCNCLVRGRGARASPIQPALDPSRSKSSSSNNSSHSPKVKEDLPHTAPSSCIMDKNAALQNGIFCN
# PMI act satM6P: activators of human phosphomannose isomerase at near-saturating mannose 6-phosphate | AID 1216 | coupled PMI enzyme assay, resazurin fluorescence, 20 min; stronger effect = higher value; 1 = untreated enzyme, 0 = substrate-free blank | P34949 | 190,000 compounds, 0.34% hits | activation factor at 20 µM;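 active = activation factor of 2 or more at 20 µM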
#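 Test system: human phosphomannose isomerase with PGI, G6PDH, diaphorase coupling enzymes; Amount: PMI at 15 ng/mL final; Reagent: Mannose-6-phosphate 1.0 mM (near-saturating) plus 0.22 mM NADP+; Timing: 20 min, room temperature; Technique: resorufin fluorescence at Ex 544/Em 590 nm; Dosing: 20 µM single dose.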
# Lmaj promast: inhibitors of Leishmania major promastigote growth; Leishmania major promastigotes, resazurin fluorescence viability; 200,000 compounds, 9% hits; AID 1063; inhibition, % at 10 µM;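 also: promastigotes grown with compound for 44 hours at 28 °C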
# TLR4 MyD88 comp: blocks binding of human TLR4 to MyD88 | inhibition, % at 8.4 µM | 200,000 compounds, 0.18% hits | HeLa CL3-4 TLR4/MyD88 BLA complementation, FRET ratio | AID 861; in the data active = inhibition above about 25%;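 also: 0% = vehicle and 100% = reference inhibitor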
# Starred values were filed as active, the others as inactive; / = not tested or not shown. Rule as the data show it, unless noted: active = inhibition above about 50%; inactive = the rest.
SMILES,PMI act,Hsp70 act,Redox H2O2 prof,Diaph act CS,RAM inhibit,Diaph inh CS,G6PDH counter,S1P3 antagonist,PMI act satM6P,Lmaj promast,TLR4 MyD88 comp
c1ccc(CSCCc2ccncc2)cc1,1,0.1,1.1,0.9,-0.1,9,1,/,1,2,5
CCCCCn1c(=O)c(F)cn(Cc2ccc(OC)c([N+](=O)[O-])c2)c1=O,1.1,-0.3,1.8,0.9,-1.1,10,-4,/,0.9,5,-10
Cc1cc(C(=O)N(C)C)sc1-c1ccccc1,1,0.1,1.3,1,-1.4,-2,5,/,1,-1,4
CN(C)S(=O)(=O)c1ccc(C(=O)NCc2ccco2)cc1,0.8,-0.5,-0.6,0.8,1.0,16,20,6,0.9,-6,0
O=C(CSc1ccc(-c2ccc(Br)cc2)nn1)N1CCOCC1,1,-0.2,-0.9,0.9,1.0,7,3,-18,0.9,-3,18
COc1cc2c(cc1O)C(SC)=NC(C)(C)C2,1,-0.5,-0.7,0.8,0.0,17,5,-5,0.9,77*,11
Cc1cc2nc(-c3cccc(NC(=O)c4ccc(Br)o4)c3C)oc2cc1C,1,-0.1,2.6,0.9,4.0,9,10,21,1,0,-3
CN(C)/C=N/c1c(C#N)cnn1-c1ccccc1,1.1,-0.3,-0.7,0.9,-0.2,12,0,-34,1,0,-3
C#CCNC(=O)C(C)c1ncc(C(F)(F)F)cc1Cl (stereo unspecified),1.3,0.1,-1.1,1.2,-1.2,-18,9,-5,1.2,3,-24
CCC(CC)C1=NN2C(=N)/C(=C\c3cc(C)n(-c4cccc(C)c4)c3C)C(=O)N=C2S1,1.1,0.0,0.1,1,2.9,3,2,2,1,44,7

# An excerpt from above in order of the Redox H2O2 prof value, descending:
canonical_smiles,Redox H2O2 prof
CCCCCn1c(=O)c(F)cn(Cc2ccc(OC)c([N+](=O)[O-])c2)c1=O,1.8
Cc1cc(C(=O)N(C)C)sc1-c1ccccc1,1.3
CN(C)S(=O)(=O)c1ccc(C(=O)NCc2ccco2)cc1,-0.6
O=C(CSc1ccc(-c2ccc(Br)cc2)nn1)N1CCOCC1,-0.9

# Some of the entries so far, with each value named.
> CCC(CC)C1=NN2C(=N)/C(=C\c3cc(C)n(-c4cccc(C)c4)c3C)C(=O)N=C2S1
  PMI act = 1.1; Hsp70 act = 0.0; Redox H2O2 prof = 0.1; Diaph act CS = 1; RAM inhibit = 2.9; Diaph inh CS = 3; G6PDH counter = 2; S1P3 antagonist = 2; PMI act satM6P = 1; Lmaj promast = 44; TLR4 MyD88 comp = 7

> c1ccc(CSCCc2ccncc2)cc1
  PMI act = 1; Hsp70 act = 0.1; Redox H2O2 prof = 1.1; Diaph act CS = 0.9; RAM inhibit = -0.1; Diaph inh CS = 9; G6PDH counter = 1; S1P3 antagonist = /; PMI act satM6P = 1; Lmaj promast = 2; TLR4 MyD88 comp = 5

> Cc1cc(C(=O)N(C)C)sc1-c1ccccc1
  PMI act = 1; Hsp70 act = 0.1; Redox H2O2 prof = 1.3; Diaph act CS = 1; RAM inhibit = -1.4; Diaph inh CS = -2; G6PDH counter = 5; S1P3 antagonist = /; PMI act satM6P = 1; Lmaj promast = -1; TLR4 MyD88 comp = 4

# (list continues)
SMILES,PMI act,Hsp70 act,Redox H2O2 prof,Diaph act CS,RAM inhibit,Diaph inh CS,G6PDH counter,S1P3 antagonist,PMI act satM6P,Lmaj promast,TLR4 MyD88 comp
CCOC(=O)N1CCN(C(=O)c2ccc3c(=O)n(Cc4ccccc4)c(=S)[nH]c3c2)CC1,1,-0.3,-0.8,0.9,6.8,13,-2,-29,1,-6,-16
CCOc1ccc(NC(=O)CN2CCN(CC(=O)Nc3ccc4c(c3)OCCO4)CC2)cc1,1,-0.3,-1.6,1.1,0.0,-8,2,1,1.1,20,-13
Cc1ccccc1-c1ncc(CN2CCN(C3CCCC3)C(CCO)C2)cn1 (stereo unspecified),0.9,0.0,-1.2,0.9,-0.1,6,10,14,0.9,20,-1
O=C1c2ccccc2C(=O)N1CC(O)CN1CCOCC1 (stereo unspecified),1,-0.2,-1.1,0.9,-0.5,14,-5,/,1.1,-5,-7
CCCCC1CC(CSc2ncn[nH]2)OC1=O (stereo unspecified),1.1,0.0,-0.3,1,1.3,5,11,/,1,-7,8
NS(=O)(=O)c1ccc(O)c(N2C(=O)c3cccc4c(C(=O)O)ccc(c34)C2=O)c1,0.9,0.3,-0.8,0.7,0.7,28,19,0,0.6,4,1
CC1CCCCN1CCn1c(=S)[nH]c2cc3c(cc2c1=O)OCO3 (stereo unspecified),1,-0.1,-0.2,0.8,0.8,18,-4,-3,1,7,-2
Nc1c(S(=O)(=O)c2ccccc2)c2nc3ccccc3nc2n1Cc1ccco1,1.1,-0.4,0.2,0.9,1.4,10,8,/,1.3,77*,-6
CCc1c(C)nc2ncnn2c1N1CCC(C(=O)N2CCN(c3ccc(F)cc3)CC2)CC1,1.1,0.0,-0.3,0.9,1.0,9,0,-3,1,-3,-7
COc1ccc2cc(C(C)c3nc4ccccc4c(=O)n3N)ccc2c1 (stereo unspecified),0.9,-0.1,-0.1,0.8,6.0,20,-1,11,0.9,-6,-5
COc1ccc(CCNC(=O)/C(C#N)=C/c2ccc(OCC(=O)NCC3CCCO3)cc2)cc1OC (stereo unspecified),1,0.2,-0.8,1,0.5,4,4,-12,1,0,3
CC(C)CCn1c(SCC#N)nc2c(sc3ccccc32)c1=O,1.1,-0.3,-0.9,1,3.4,2,-6,-6,1.1,-2,3
CCn1c(SCC(=O)c2ccc(O)c(O)c2)nnc1-c1ccccc1OC,0.9,-0.1,0.8,0.6,1.5,40,8,74*,1,-3,-2
CCS(=O)(=O)N1CCC(C(=O)N2CCN(c3ccccc3)CC2)CC1,0.9,0.5,-2.1,0.9,4.2,10,6,-3,0.9,-4,14
COc1cccc2cc(C(=O)c3ccccc3)oc12,0.9,-0.5,0.0,1.1,-0.8,-7,11,-11,1,14,-3
Cc1ccc(C(CCN)c2ccco2)cc1 (stereo unspecified),0.9,-0.1,1.1,0.9,0.6,11,6,21,0.9,98*,-1
Cc1nccc2[nH]c(=O)c(C(=O)NCCCN(C)C3CCCCC3)cc12,0.9,0.5,-0.7,0.9,0.1,8,0,2,0.9,-3,13
CC(C)CCN1CCN(Cc2nc(-c3ccccc3)cs2)CC1CCO (stereo unspecified),1,0.0,-1.0,0.8,0.4,21,10,5,0.8,85*,-4
O=C(Nc1nccs1)C1CCCN1S(=O)(=O)c1ccc(Cl)cc1 (stereo unspecified),0.9,-0.2,-4.1,0.9,0.0,12,6,-13,0.9,3,20
Cc1cnc(C(=O)OCC(=O)NCCCc2ccccc2)cn1,1,-0.4,-0.5,1,1.7,4,-1,-28,1,-4,-3
Cc1ccc(N(CC(=O)NC(C)(C)C)C(=O)CS(=O)CC(=O)Nc2ccc3c(c2)OCO3)cc1 (stereo unspecified),1,-0.1,-0.5,0.9,1.0,11,23,-13,0.9,-6,11
Cc1ccc(S(=O)(=O)Nc2c(C)n(C)n(-c3ccccc3)c2=O)cc1C(=O)OC(C)C(=O)N(C)c1ccccc1 (stereo unspecified),1,-0.3,-0.7,0.8,0.5,19,0,-13,1,-8,5
Cc1ccsc1/C=N/n1cnc2sc(C)c(C)c2c1=O,1,-0.1,-1.1,0.8,-0.7,16,9,14,0.9,2,1
CN1CCN(S(=O)(=O)c2cnccc2N2CCN(c3cccc(Cl)c3)CC2)CC1,1,-0.2,0.1,0.9,0.1,9,-9,-20,1,32,-4
COc1ccc(/C=C/C(=O)NCCn2c(C)cc3ccccc32)cc1OC,1,-0.1,0.8,0.9,6.3,11,9,6,1,10,10
CCC(=O)c1cc2c(cc1NC(=O)c1ccccc1)OCCO2,0.8,-0.1,1.3,0.8,4.1,21,4,/,0.9,-7,5
COc1ccc(C(=O)Nc2nc3nccc(-c4ccccc4)n3n2)cc1,1,0.0,0.3,0.9,6.1,12,1,12,1,23,1
CCOC(=O)N1CCC(=C(C#N)C(=O)Nc2cc(OC)ccc2OC)CC1,0.9,-0.1,2.0,0.8,3.2,16,11,8,0.7,12,-10
Cc1ccc2nc(NC(=O)COC(=O)c3ccco3)sc2c1,0.8,0.3,0.1,0.7,4.0,27,5,/,0.9,-4,-2
COc1ccc(-n2c(C)cc(C(=O)CN3CCCCC3)c2C)cc1,0.9,-0.3,-0.6,0.9,1.2,10,11,3,0.8,1,-17
O=C(Nc1ccc2c(c1)nc1n2CCOC1)C1CCCCC1,0.9,0.9,-0.1,0.8,1.6,16,4,4,0.9,-5,-7
CCOc1ccc(N(CC(=O)NC2CCCC2)C(=O)CCCC(=O)Nc2ccccn2)cc1,0.9,0.1,0.5,1,1.5,0,4,/,1,-3,-15
CCN(CC)C(=O)COc1ccc(C=O)cc1OC,0.9,-0.5,-0.7,0.9,0.9,10,5,-8,1,-4,-9
CC1CN(C(=O)c2cnn3c(C(F)F)cc(-c4ccccc4)nc23)CC(C)O1 (stereo unspecified),0.9,0.4,1.5,0.9,1.8,10,0,/,0.9,20,-6
CC(C)CNc1nc(N)c([N+](=O)[O-])c(NCC2CCCO2)n1 (stereo unspecified),1,-0.3,-0.4,0.8,-0.3,22,3,2,0.8,9,-13
CCN(CC)S(=O)(=O)c1ccc(NC(=O)c2ccccn2)cc1,1,0.1,0.3,0.9,-0.5,6,2,-2,1,-3,2
CC(C)(C)NC(=O)C1Cc2ccccc2CN1S(=O)(=O)c1ccc(F)cc1 (stereo unspecified),1.1,-0.4,-0.3,1,0.5,-5,6,-9,1,-2,2
COc1ccccc1NC(=S)N1CCc2cc(OC)c(OC)cc2C1,0.9,-0.4,0.5,0.9,2.7,7,-4,-3,1,-4,-2
CC(C)(CO)NC(=O)CC1C(=O)NCCN1Cc1ccc(-c2ccccc2)cc1 (stereo unspecified),1,-0.4,-0.2,1,-0.5,4,8,-27,1,12,-8
C=CCOC(=O)C1CC=CCC1C(=O)Oc1ccc(F)cc1F (stereo unspecified),1,-0.1,-0.5,0.7,2.8,26,2,29,0.9,2,-15
Cc1cc(/C=N/NC(N)=O)c(C)n1C1CCCCC1,1,-0.3,-1.0,0.9,1.1,6,3,-5,1,3,-2
